Nrf2 block: Nrf2 pathway inhibition; A549 ARE-Fluc reporter, luciferase luminescence, 18-24 h; 2.1% of 360,000 active; Potency, µM (series often up to 46 µM), inactives show at the top dose activity change, negative = inhibition, usual class: inhibitors; further: potency means the concentration at half of the fitted maximal effect; on the % scale 0 is the no-effect control and ±100 the full control effect; nearly all actives have a fitted effect of over 60% in size
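Cells were seeded and rested 2 h, then exposed to compounds for 18-24 h. CellTiter-Fluor was read first as a viability measure. BugLite was added 15 min before the final luminescent read of ARE-luciferase activity in A549 cells.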
ATXN2 expr inh: reduces ATXN2 reporter expression in HEK-293 cells. AID 1745845. HEK-293 ATXN2-luciferase reporter, luminescence, 24 h. Potency, µM (series often up to 57 µM), for the others: at the highest dose activity change, negative = inhibition, usual class: inhibitors. 0.72% of 360,000 active; further: potency means the concentration at half of the fitted maximal effect; on the % scale 0 is the no-effect control and ±100 the full control effect; nearly all actives have a fitted effect of over 55% in size
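qHTS (up to 57 uM final) was run with 24 h compound exposure of reporter cells at 37 °C. Each well was multiplexed: SteadyGlo luminescence measured ATXN2-luciferase expression after a fluorogenic Gly-Phe-AFC viability readout (25 uM final).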
MCF10A rereplic: inducers of DNA re-replication in MCF 10A breast cells; MCF 10A DNA re-replication, Hoechst nuclear intensity, 48 h; AID 624296; Potency, µM (series often up to 46.1 µM), for inactives: top-dose activity, positive = re-replication, usual class: activators; 2.9% of 350,000 active; further: potency means the concentration at half of the fitted maximal effect; % of control where 0% means no effect; nearly all actives have a fitted effect of over 50% in size
S2 tox: viability counter-screen for ATXN expression inhibitors. S2 cells (HEK-293 line with an ATXN2-luciferase reporter) viability, CellTiter-Fluor protease fluorescence, 24 h. Potency, µM (top dose mostly 56.7 µM), actives largely listed as cytotoxic. 0.49% of 400,000 active. AID 651635; further: potency means the concentration at half of the fitted maximal effect; nearly all actives have a fitted effect of over 40% in size
Nrf2 ARE act: activates Nrf2 signaling; AREc32 ARE-luciferase reporter (MCF7-derived line), luminescence, 24 h; Potency, µM (doses to about 46.1 µM), for the others: at the highest dose activation, most hits filed as activators; 0.31% of 410,000 active; AID 624171; further: potency means the concentration at half of the fitted maximal effect; % of control where 0% means no effect; nearly all actives have a fitted effect of over 65% in size
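ARE activation measured as luciferase luminescence (Steady-Glo, 30 min RT) in AREc32_Fluc cells after 24 hr compound exposure at 37 deg C, 5% CO2; cells seeded overnight at 1000/well in OPTI-MEM, 5% FBS.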
HepG2 tox: kills HepG2 cells in TGF-b inhibitor counter-screen; HepG2 CAGA-GFP viability, ATP luminescence, 18 h; Potency, µM (highest dose often 46.1 µM), for the others: top-dose activity change, negative = cytotoxicity, usual class: cytotoxic; 0.76% of 410,000 active; further: potency means the concentration at half of the fitted maximal effect; some results filed as inactive show a strong effect at the top dose
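CellTiter-Glo luminescence gave cytotoxicity after 18 hours at 37 degrees C. The cells were HepG2 CAGA-GFP in 1% FBS DMEM, stimulated with 500 pg/mL TGF-beta after compound addition. %Activity was normalised to no-cell wells (complete cell-killing) and DMSO (no toxicity), and curves were fitted and classified.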
IL1B secr inh: inhibitors of inflammasome signaling (IL-1 beta secretion). THP-1 LPS/ATP IL-1B secretion, AlphaLISA, 16 h; active compounds read low. activity change, % at 57.5 µM. 4.7% of 360,000 active; in the data active means activity change below about -50%; inconclusive means mostly about -30% to -49%; further: on the % scale 0 is the no-effect control and ±100 the full control effect
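Secreted IL-1B measured by AlphaLISA bead assay after 16 h compound exposure of THP-1 cells; compounds (final up to 57.5 uM) added 1 h before LPS (250 ng/mL) and ATP (1.25 mM) stimulation; lower signal means less secretion.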
A549 tox: A549 cytotoxicity, counter-screen for Nrf2 inhibitors | A549 ARE-Fluc cells, CellTiter-Fluor viability, 18-24 h | Potency, µM (doses to about 46 µM), for the others: top-dose activity change, negative = cytotoxicity, most hits filed as inhibitors | 0.16% of 390,000 active; further: potency means the concentration at half of the fitted maximal effect; on the % scale 0 is the no-effect control and ±100 the full control effect
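A549 ARE_Fluc cells in 5% FBS OPTI-MEM were exposed to compounds in concentration-response for 18-24 h at 37 deg C. Viability was read by CellTiter-Fluor fluorescence (Ex 405/Em 525) after 30 min, before the luciferase read.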
TGFb SMAD3 inh: TGF-b pathway inhibition; Potency, µM (series often up to 46.1 µM), without a hit: at the top dose activity, negative = inhibition, usual class: inhibitors; 1.2% of 410,000 active; AID 588855; HepG2 CAGA-GFP TGF-b/SMAD3 reporter, GFP fluorescence, 18 h; TGF-beta stimulated, 500 pg/mL final; further: potency means the concentration at half of the fitted maximal effect; on the % scale 0 is the no-effect control and ±100 the full control effect; nearly all actives have a fitted effect of over 65% in size
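Inhibition was scored as loss of TGF-beta-induced (500 pg/mL final, 18 hours, 37 degrees C) GFP in HEPG2 cells carrying a CAGA-GFP reporter, in DMEM with 1% FBS. Well GFP was summed per cell; Activity was normalised to unstimulated and stimulated DMSO wells, then concentration-response fitting.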
Starred values were filed as active, the others as inactive; i = inactive; ? = inconclusive; . = no result given; [ ] = another dose, or the depositor's remark. Unless noted, the call rests on the fitted dose curve; in most records, active means well fitted curve in the direction sought with a large enough effect; inconclusive means small, poorly fitted or top-dose-only effect, or another doubt; inactive means no such curve, though single readings can be large; an effect the other way counts as inactive or inconclusive. No enrichment for hits; overall some 8.8% were active at least once.

Each structure is followed by: Nrf2 block	ATXN2 expr inh	MCF10A rereplic	S2 tox	Nrf2 ARE act	HepG2 tox	IL1B secr inh	A549 tox	TGFb SMAD3 inh
1. O=C(CC1C[C@H](C(=O)N2CCOCC2)[C@@]2(CCC3CCCC3)c3[nH]c4ccccc4c3CCN2C1=O)NCCc1ccccn1 (stereo not given in full)
 : -11%	-6%	11%	i	0.0%	-17%	0	2%	-35%
2. CCC(C(=O)N1CCN(Cc2ccc3c(c2)OCO3)CC1)n1nnc2ccccc2c1=O (stereo not given)
 : .	.	.	i	0.2%	-20%	-5	.	-15%
3. CCC(CC)NC(=O)Cc1ccccc1OC
 : .	-8%	6%	i	-0.8%	5%	-7	5%	21%
4. N#Cc1c(NC(=S)NC(=O)C2CCCC2)sc2c1CCCCC2
 : ?	7%	?	?	0.7%	-4%	-54*	-8%	-24%
5. COc1ccc(CN(C(=O)c2ccc(C)cc2)C2CCS(=O)(=O)C2)cc1 (stereo not given)
 : -14%	6%	4%	i	-0.1%	-7%	4	-1%	1%
6. O=C(CO/N=C1\CCCc2nonc21)Nc1ccc(Br)cc1
 : -1%	-2%	3%	i	5.1%	-26%	21	-3%	?
7. CC(NC(=O)CN(c1ccccc1F)S(C)(=O)=O)c1ccccc1 (stereo not given)
 : -1%	10%	5%	i	0.5%	7%	14	-5%	-1%
8. O=C1NC2c3c(Cl)sc(Cl)c3C(=O)C2O1 (stereo not given)
 : 8%	?	7.3µM*	?	16µM*	-34%	-103*	3%	0%
9. C/C(=N\N=C(c1ccccc1)c1ccccc1)c1ccco1
 : 10%	6%	3%	i	?	19%	-16	0%	-18%
10. COc1ccc(OC)c2[nH]c(=O)c(CCNS(=O)(=O)c3ccc(F)cc3)cc12
 : 26%	5%	-1%	i	-0.4%	13%	12	-6%	3%
11. CCOc1ccccc1N1CCN(CC(O)COc2ccc3c(C)cc(=O)oc3c2)CC1 (stereo not given)
 : -26%	-3%	15%	i	0.1%	-5%	-25	0%	-25%
12. O=C(O)c1ccccc1SSc1ccccc1C(=O)O
 : 29%	-34%	0%	i	-0.2%	1%	11	0%	-1%
13. O=C(Nc1ncccc1Cl)c1cccc(F)c1
 : 3%	11%	-3%	i	0.0%	-1%	-14	-16%	-1%
14. Cc1nn(-c2ccccc2)c(Cl)c1C(=O)NCC(C)C
 : 7%	7%	-2%	i	0.0%	-2%	1	5%	?
15. CCOC(=O)CSc1nnc(CNC(=O)c2ccc(OC)cc2OC)n1-c1ccc(OC)cc1
 : -4%	1%	0%	i	0.3%	5%	14	1%	-17%
16. CN(c1cccc(NC(=O)CN2C(=O)c3ccccc3S2(=O)=O)c1)S(C)(=O)=O
 : .	-23%	-2%	i	-2.2%	-7%	-4	11%	-4%
17. COc1cc2c(cc1OC)C(=NO)CCCC2
 : .	.	.	i	0.3%	-1%	-1	.	4%
18. COc1ccccc1C(=O)NC(=O)COC(=O)CNC(=O)c1ccccc1
 : 14%	4%	5%	i	-0.7%	6%	1	0%	7%
19. CCCc1cc(C(=O)OCC(=O)N(CCC)c2c(N)n(Cc3ccccc3)c(=O)[nH]c2=O)sc1C
 : -12%	-5%	17%	i	-0.3%	-9%	-14	-12%	-5%
20. Cc1c(NC(=O)c2ccc(Cl)c([N+](=O)[O-])c2)cccc1-n1cnnn1
 : 9%	-31%	-3%	?	13%	0%	-99*	-9%	16%

Random excerpt: two entries already listed
Each structure is followed by: Nrf2 block	ATXN2 expr inh	MCF10A rereplic	S2 tox	Nrf2 ARE act	HepG2 tox	IL1B secr inh	A549 tox	TGFb SMAD3 inh
9. C/C(=N\N=C(c1ccccc1)c1ccccc1)c1ccco1
 : 10%	6%	3%	i	?	19%	-16	0%	-18%
5. COc1ccc(CN(C(=O)c2ccc(C)cc2)C2CCS(=O)(=O)C2)cc1 (stereo not given)
 : -14%	6%	4%	i	-0.1%	-7%	4	-1%	1%

The results go on.
Each structure is followed by: Nrf2 block	ATXN2 expr inh	MCF10A rereplic	S2 tox	Nrf2 ARE act	HepG2 tox	IL1B secr inh	A549 tox	TGFb SMAD3 inh
21. Cc1ccc(NC(=O)COC(=O)COc2cccc3c2OC(C)(C)C3)cc1C
 : 25%	4%	-14%	i	-0.5%	9%	20	1%	3%
22. N/C(=N/O)c1cccn1Cc1ccccc1[N+](=O)[O-]
 : -4%	-1%	?	i	-0.4%	-2%	3	1%	1%
23. CSc1ccccc1NC(=O)CO/N=C(\C)c1cc2ccccc2o1
 : -4%	8%	?	i	-0.1%	-9%	?	24%	-10%
24. OCCCNc1ncnc2c1ncn2[C@H]1CN(Cc2ccc(Cl)cc2)C[C@@H](CO)O1
 : .	2%	.	i	-0.8%	6%	20	.	13%
25. CCc1nc2c(OCC(=O)c3ccc(F)cc3)cccn2c1N(C)C(=O)C(C)C
 : .	13%	.	i	0.2%[9.22 µM]	5%	16	.	-1%
26. Cc1ccccc1SC1CCN(C(=O)C2CCC(=O)N(C3CC3)C2)CC1 (stereo not given)
 : -17%	-7%	13%	i	-0.3%	9%	23	-1%	-2%
27. CC1CCN(CCCNC(=O)C2CCC(CNS(=O)(=O)c3ccccc3)CC2)CC1 (stereo not given)
 : 13%	5%	-3%	i	0.4%	-1%	0	2%	-3%
28. COc1ccc(C(=O)NCC(c2ccco2)S(=O)(=O)c2ccccc2)cc1 (stereo not given)
 : .	.	.	.	4.1%	2%	.	-9%	-44%
29. Cc1ccc(NC(=O)CCn2cnc3ccccc3c2=O)cc1Cl
 : -23%	4%	6%	i	-1.3%	-3%	-8	-16%	5%
30. Fc1ccc(-c2csc(Nc3ccccn3)n2)cc1
 : ?	28%	10%	i	?	-37%	12	10%	?
31. Cc1nc(N2CCN(c3ccccc3)CC2)[nH]c(=O)c1Cc1ccccc1
 : 7%	1%	0%	i	-0.1%	1%	24	-2%	0%
32. COc1ccccc1N1CCN(/N=C/c2ccc(C(=O)O)cc2)CC1
 : ?	.	0%	i	-0.4%	-3%	-7	-1%	1%
33. CCOC(=O)c1cnc(-n2cc(C)cn2)nc1Nc1ccccc1OC
 : -12%	-28%	18%	?	3.2%	3%	26	2%	0%
34. COc1ccc(/C=N/Nc2ncnc3sc4c(c23)CCCC4)cc1O
 : ?	15%	?	i	9.1%[9.22 µM]	-31%	0	17%	?
35. O=C(COC(=O)c1cc(Br)ccc1O)Nc1ccc2c(c1)OCCO2
 : 4%	9%	23%	i	0.3%	-17%	23	9%	-20%
36. O=C(/C=C/c1ccc(O)c(O)c1)NC(=O)c1ccccc1O
 : ?	-3%	?	i	17%	3%	0	?	12%
37. CCOC(=O)c1c(NC(=O)c2cc(-c3ccc(O)cc3)on2)sc(C(C)=O)c1C
 : ?	2%	?	i	0.1%	2%	-2	0%	19%
38. CCOc1ccccc1C=NNC(=O)c1cccc2ccccc12
 : 13%	-2%	8%	i	3.1%	-7%	18	1%	-1%
39. C=CC[C@@H](CC(=O)N[C@@H](CO)Cc1ccccc1)C(=O)N[C@@H](COC(=O)[C@@H](CC=C)Cc1ccc(F)cc1)Cc1ccccc1
 : -2%	-16%	12%	i	0.8%	-4%	-2	-5%	?
40. COc1ccc(S(=O)(=O)N2CCOCC2)cc1NC(=O)Cc1sc(C)nc1-c1ccc(F)cc1
 : -3%	-7%	3%	i	1.0%	9%	-14	-3%	?
41. CC1(C)O[C@@H]2[C@H](O1)[C@@H](CO)O[C@H]2n1c(N2CCCCC2)nc2c(N)ncnc21
 : 1%	4%	-1%	i	-1.0%	-14%	-6	-3%	-7%
42. NC(=O)[C@H]1CC2(CC(c3cccc(NC(=O)[C@H]4CCC(=O)N4)c3)=NO2)CN1C(=O)CC(c1ccccc1)c1ccccc1 (stereo not given in full)
 : -2%	1%	0%	i	0.6%	7%	-10	-2%	?
43. Cn1cccc1Cc1nnc(SCC(=O)NCCc2ccccc2)n1-c1ccc(F)cc1
 : 7%	0%	-2%	i	-1.1%	0%	-7	-4%	1%
44. COc1cccc(CNC(=O)c2cccc(-n3c(C)nc4cccnc43)c2)c1OC
 : -22%	.	.	.	2.8%	6%	.	6%	-21%
45. CCN(CC(=O)Nc1c(F)cccc1F)C(=O)c1cc2ccccc2oc1=O
 : -4%	41%[activator]	-14%	i	0.8%	-2%	-3	-1%	-10%
46. O=C(CNCCc1ccccc1)Nc1ccc(C(=O)N2CCCCC2)cc1
 : ?	-11%	0%	i	0.1%	3%	-2	2%	-2%
47. Cc1cccc(CC(=O)Nc2cc(C)c3c(=O)oc4ccccc4c3n2)c1
 : ?	-9%	1%	i	24%	-5%	4	0%	2%
48. O=C(O)/C=C/c1cn(Cc2ccccc2Cl)nc1-c1ccccc1
 : -22%	1%	4%	i	0.3%	-6%	52	-1%	-8%
49. CCCCC1=CC2=CC(=O)C(C)(OC(=O)CC)C(=O)C2=CN1Cc1ccco1 (stereo not given)
 : 21%	9%	-50%[inhibitor]	i	0.3%	-6%	30	-5%	2%
50. CCOc1ccc2nc(NCCCO)[nH]c2c1
 : 10%	-3%	10%	i	0.8%	0%	-72*	23%	18%
51. O=C(NCCCc1ccccc1)C(=O)NCC1OCCN1S(=O)(=O)c1ccc(F)cc1 (stereo not given)
 : -7%	-3%	17%	i	0.6%	-6%	-14	2%	6%
52. O=C(OCc1nc2scc(-c3ccccc3)c2c(=O)[nH]1)c1ccco1
 : 0%	2%	-2%	i	0.1%	3%	-4	-7%	?
53. CC(C)(Oc1ccc(Cl)cc1)C(=O)N1CCC(C(N)=O)CC1
 : 4%	7%	2%	i	-0.5%	0%	6	0%	17%
